# From PubChem
# PTPN22 act: LYP (human) phosphatase activation; Q9Y2R2; recombinant LYP, DiFMUP fluorescence; 0 = plate median, 100 = signal doubled; activation, % at 2 µM; 0.11% of 96,000 active; AID 697;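 active = activation at 2 µM above a set limit, the mean plus 5 SD, cut at about 37% in these data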
# PostGolgi ctrl: growth of the yeast control strain, post-Golgi counter-screen; efflux-deficient yeast background strain, growth absorbance A615, 16 h; inhibition, % at 10 µM; AID 738; 5% of 98,000 active; in the data active = inhibition above about 30%
# sEH activator: activators of human soluble epoxide hydrolase. 0.04% of 91,000 active. P34913. purified human sEH enzymatic activity, activator screen. activation, % at 2 µM; in the data active = activation above about 37%; note: values of inactives mirror those of a sister screen read the other way
# Target sequence (P34913 whole entry, looked up): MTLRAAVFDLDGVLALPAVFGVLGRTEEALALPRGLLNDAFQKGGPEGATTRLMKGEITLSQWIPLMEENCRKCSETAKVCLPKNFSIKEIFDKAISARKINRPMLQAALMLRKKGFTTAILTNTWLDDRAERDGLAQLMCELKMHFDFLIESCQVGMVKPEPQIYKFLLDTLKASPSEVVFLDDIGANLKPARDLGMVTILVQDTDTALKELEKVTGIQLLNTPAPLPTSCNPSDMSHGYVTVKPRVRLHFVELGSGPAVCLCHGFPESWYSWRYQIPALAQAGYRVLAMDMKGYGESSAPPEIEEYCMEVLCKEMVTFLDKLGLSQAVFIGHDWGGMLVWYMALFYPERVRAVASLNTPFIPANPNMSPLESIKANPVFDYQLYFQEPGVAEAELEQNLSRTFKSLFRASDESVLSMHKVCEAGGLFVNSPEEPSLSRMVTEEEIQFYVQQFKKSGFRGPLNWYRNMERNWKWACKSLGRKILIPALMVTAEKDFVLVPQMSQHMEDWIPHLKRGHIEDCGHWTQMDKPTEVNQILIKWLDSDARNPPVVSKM
# sEH inhibitor: inhibitors of human soluble epoxide hydrolase; P34913; recombinant human sEH enzymatic activity assay; inhibition, % at 2 µM; 0.34% of 91,000 active; in the data active = inhibition above about 80%; note: values of inactives mirror those of a sister screen read the other way; many of its hits are not listed in these tables
# HUVEC inhibit: human endothelial cell proliferation inhibition | HUVEC proliferation, CellTiter-Glo luminescence, 72 h; hits give low values | viability, % at 10 µM (by protocol) | 1.1% of 86,000 active;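 active = viability at or below 30%; inactive = viability above 30%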;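 note: 100% = median luminescence of DMSO-only cell control wells on each plate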
# Lung fibro prol: blocks proliferation of human lung fibroblasts; 1.1% of 85,000 active; viability, % at 10 µM; LL 47 human lung fibroblast viability, ATP luminescence; hits give low values;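 active = viability at or below 50% in the single dose screen; inactive = viability above 50%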;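 note: compound exposure lasted 72 h before the ATP readout; 100% = median luminescence of untreated cell-only wells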
#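 Test system: LL 47 human lung fibroblasts; Quantity: 1,150 cells/well; Buffer or medium: IMEM plus 15% FBS; Dosing: tenfold compound dosing solution, DMSO at 0.1%; Timing: overnight cell rest, 72 h compound treatment at 37 °C; Detection: ATP-based CellTiter-Glo luminescent readout; Read-out basis: viability percentage against median untreated-cell control; Controls: cell-only wells, no compound.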
# S1P2 antag: blocks the human S1P2 receptor. AID 736. 0.21% of 97,000 active. O95136. inhibition, % at 5 µM. cell-based S1P2 antagonist assay, inhibition at 5 uM; in the data active = inhibition above about 45%;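 note: CRE beta-lactamase reporter cells expressing human S1P2 stimulated with S1P; 0% = agonist at EC80 alone and 100% = agonist plus reference antagonist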
# Target sequence (O95136 whole entry, looked up): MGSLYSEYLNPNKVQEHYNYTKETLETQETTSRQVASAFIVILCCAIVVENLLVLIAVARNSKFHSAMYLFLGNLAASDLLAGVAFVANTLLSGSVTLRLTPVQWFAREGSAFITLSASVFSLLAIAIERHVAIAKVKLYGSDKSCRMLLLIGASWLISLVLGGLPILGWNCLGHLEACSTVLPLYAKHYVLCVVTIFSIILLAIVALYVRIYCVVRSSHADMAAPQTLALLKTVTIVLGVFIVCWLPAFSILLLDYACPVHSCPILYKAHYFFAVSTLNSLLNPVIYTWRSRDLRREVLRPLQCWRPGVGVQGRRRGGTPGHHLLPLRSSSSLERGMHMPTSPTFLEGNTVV
# S1P2 ag: S1P2 (human) receptor agonism. activation, % at 4.5 µM. O95136. 0.46% of 97,000 active. S1P2-expressing cell line, agonist reporter read-out. AID 729; in the data active = activation above about 16%;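 note: 0% = vehicle low control and 100% = maximal reference agonist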
# H69AR growth 86K: growth inhibitors of human H69AR lung tumor cells. H69AR lung tumor viability, ATP luminescence, 72 h; hits give low values. viability, % at 10 µM. 6% of 85,000 active;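 active = viability at or below 40%; inactive = viability above 40%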;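 note: multidrug resistant small cell line overexpressing MRP-1 efflux transporter; 100% = mean luminescence of untreated control wells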
# * = called active by the depositor; x = not tested or not shown. This is a subset; the hit share may differ from the screen's.
# Second line of a record: PTPN22 act	PostGolgi ctrl	sEH activator	sEH inhibitor	HUVEC inhibit	Lung fibro prol	S1P2 antag	S1P2 ag	H69AR growth 86K
CS(=O)(=O)NCCSCc1ccco1
 : -4	12	-11	11	94	95	4	1	83
COCCOC(=O)C1=C(C)Nc2ncnn2C1c1ccccc1 (configuration not stated)
 : 8	17	3	-3	90	109	2	-2	x
Cc1oc(-c2ccc(Cl)cc2)nc1CN1CCCC(C(=O)NCc2cccnc2)C1 (configuration not stated)
 : -7	2	1	-1	87	x	23	-11	79
COc1cccc(CNC(=O)C2CCCN(S(=O)(=O)c3cccc4nonc34)C2)c1 (configuration not stated)
 : -1	-8	8	-11	105	101	6	0	89
O=C(O)c1ccc2c(c1)NC(=O)C(N1CCCC1)S2 (configuration not stated)
 : -8	1	1	-2	94	108	20	-7	112
CC(=O)Nc1nc(S(=O)(=O)c2ccc(C)cc2)c(Cl)s1
 : -2	17	-3	1	110	101	-2	-2	78
CCOc1ccc(NC(=O)Cn2nnc(-c3ccccc3NC(=O)c3cccs3)n2)cc1
 : -4	6	8	-10	x	x	-28	-2	x
CC(=O)Nc1ccc(NC(=O)C(C)Oc2ccccc2F)cc1 (configuration not stated)
 : -3	8	3	0	98	101	-12	-9	102
O=C(NCCc1ccncc1)Nc1ccc(Cl)cc1
 : 16	4	-20	24	89	91	4	-4	93
COCc1cc(C)nc(N2CCNCC2)c1C#N
 : 4	4	3	-3	96	90	-6	0	78
CC(=O)Nc1ccc(S(=O)(=O)NCC2CCC(C(=O)NCCCN3CCCC3=O)CC2)cc1 (configuration not stated)
 : x	7	x	x	97	97	x	x	89
COc1ccc2nc(NC(=O)CSc3nc(C)cc(=O)[nH]3)sc2c1
 : 10	20	0	-2	x	x	8	-5	x
Cn1cccc1C(=O)C(=O)Nc1cc(Cl)cc(Cl)c1
 : -6	12	7	-8	x	x	-1	-1	x
COc1cc(CNc2ccc3c(c2)CCC3)cc(OC)c1O
 : 1	3	21	-19	x	x	7	-7	x
CC(=O)CSc1nc2ccc(Nc3nc(N4CCOCC4)nc(N4CCOCC4)n3)cc2s1
 : x	9	x	x	58	71	x	x	52
O=C(Cn1c(NCCO)nc2ccccc21)NCCc1ccccc1
 : -5	38*	18	-14	91	98	-2	-1	100
C=CCOc1ccc2ccccc2c1CNCCCN1CCOCC1
 : -4	-3	14	-11	x	x	4	-2	x
CS(=O)(=O)N(CC(=O)NCc1ccccc1Cl)Cc1ccccc1
 : -6	x	33	-33	90	101	-32	-7	97
CCOC(=O)c1ccc(NC(=O)C2(c3ccc(OC)cc3)CCOCC2)cc1
 : 2	15	4	-3	111	96	18	-3	101
CCOC(=O)c1nnn(CC(=O)N2N=C(c3ccc(Cl)cc3)CC2c2ccc(OC)cc2)c1C(=O)OCC (configuration not stated)
 : 2	4	16	-13	80	81	9	-2	74
O=C(CCCc1nc2ccccc2s1)Nc1nccs1
 : -2	9	3	-3	67	95	-25	0	89
c1ccc2c(NC3CCCC3)nnc(NC3CCCC3)c2c1
 : 3	-6	6	-9	74	x	4	-4	52
COc1ccc(NC2=NCC(=O)N2c2ccccc2)c(OC)c1
 : -1	0	17	-12	96	105	0	-3	103
CC(C)n1c(/N=C/c2c[nH]c3ccccc23)nc2ccccc21
 : 20	21	-5	6	80	80	13	0	93
COc1ccccc1CN=Cc1[nH]c2ccc(Br)c(Cl)c2c1O
 : 10	18	8	-7	71	95	-15	-3	25*
CCCC1CCC(c2nc(-c3cccnc3)no2)CC1 (configuration not stated)
 : -4	6	18	-16	120	101	0	-6	107
COc1ccc(NS(=O)(=O)c2ccc(OC)c(N(C)S(=O)(=O)c3ccc(Cl)cc3)c2)cc1
 : 2	9	7	-5	x	x	12	-8	x
CCc1cc2c(=O)[nH]c(Cc3ccc(Cl)cc3)nc2s1
 : 2	9	-19	20	x	x	-14	-4	x
CCOc1cc(N2CCOCC2)c(OCC)cc1NC(=O)c1cc(-c2ccco2)nc2ccccc12
 : x	10	x	x	15*	9.1*	x	x	4.0*
CCN(c1cccc(C)c1)S(=O)(=O)c1cccc2nsnc12
 : x	8	x	x	107	92	x	x	93
Cc1ccc(-c2nnc(SCC(=O)OC(C)C)n2N)cc1
 : 1	-2	9	-9	111	101	27	-4	92
COc1cc(Cl)c(C)cc1NC(=O)CSc1nnc(-c2ccco2)n1CC(C)C
 : -3	34*	-10	10	81	82	-1	0	97
O=C(/C=C1\NC2(CCCC2)Cc2ccccc21)N1CCOCC1
 : -1	9	12	-10	93	102	-5	-3	85
Cc1ccc(-c2nn(-c3cc(Cl)ccc3[N+](=O)[O-])c(=O)c3ccccc23)cc1C
 : -3	21	-5	7	x	x	-5	-6	x
COCCNC(=O)CSc1nc2ccccc2c(=O)n1-c1cccc(OC)c1
 : 17	-2	2	-4	86	97	-4	-9	91
NC(=O)c1ncc(C(F)(F)F)cc1Oc1ccc(F)cc1
 : -12	-2	7	-10	103	102	2	-7	102
COc1ccccc1NC(=O)Cc1csc(NC(=S)Nc2ccccc2)n1
 : -13	19	13	-10	x	x	15	-4	x
COc1ccc(Cl)cc1NC(=O)COc1cccc(-n2cnnn2)c1
 : 2	12	-3	1	87	81	0	-5	69
CCCCCOC(=O)Cc1c(O)c2ccccc2n(C)c1=O
 : 19	19	x	x	101	98	14	-6	76
CCCCc1ccc(-c2nc(NC(=O)C3C4CCC(O4)C3C(=O)O)sc2C)cc1 (configuration not stated)
 : 18	29	9	-3	x	x	0	-5	x
Cn1c(=O)n(CCc2ccccc2)c(=O)c2c1nc1n2CCCN1Cc1ccccc1
 : 0	13	17	-18	71	83	0	-6	27*
CCS(=O)(=O)N1CCC(C(=O)N2CCc3ccccc3C2)CC1
 : -9	-13	x	x	97	99	11	-5	95
CCOc1ccc2[nH]c(=O)c(CN(Cc3ccc(F)cc3)C(=O)N3CCCC3)cc2c1
 : 4	0	-3	0	86	96	17	-4	47
Cc1cc(C)c(-c2cc(C(=O)Nc3c(C)n(C)n(-c4ccccc4)c3=O)[nH]n2)c(O)c1
 : 8	0	3	-2	86	87	-17	-4	84
C#CC(=O)N(c1ccc(OC)c(OC)c1)C(C(=O)NC1CCCC1)c1cccs1 (configuration not stated)
 : 6	-4	0	2	x	x	35	-12	x
Cc1c(Cl)cccc1NC(=O)CCCN1C(=O)CCC1=O
 : 6	1	-6	6	88	96	1	-5	78
O=C(Cn1c(-c2cncs2)nc2ccccc21)NC1CCCC1
 : -7	10	4	-4	90	92	7	0	78
Cn1cccc1C(=O)NC(=O)COC(=O)C12CC3CC(CC(O)(C3)C1)C2
 : -1	3	-15	18	107	102	13	-5	101
CC(=O)NCCC(=O)Nc1sc2c(c1-c1nc3ccccc3[nH]1)CCCC2
 : 1	9	x	x	78	100	-8	-2	36*
COc1ccc2[nH]cc(C(=O)CN3CCCC(C)C3)c2c1 (configuration not stated)
 : 7	9	-2	2	89	89	25	-3	94

# (list continues)
# Second line of a record: PTPN22 act	PostGolgi ctrl	sEH activator	sEH inhibitor	HUVEC inhibit	Lung fibro prol	S1P2 antag	S1P2 ag	H69AR growth 86K
CC(C)[C@H](NS(=O)(=O)c1ccccc1)C(=O)OCC(=O)NC(=O)c1cccn1C
 : -7	4	-2	2	96	101	-5	-4	74
CCn1ncc(/C=C/C(=O)NCc2cnn(C)c2C)c1C
 : 7	14	0	1	x	x	18	-1	x
CNC(=O)c1ccc(OC2CSC2)cc1
 : 7	7	-3	4	100	99	-21	-5	103
COc1cccc(C2C(C(C)=O)=C(O)C(=O)N2CCc2c[nH]c3ccccc23)c1 (configuration not stated)
 : 8	12	-3	2	93	93	12	-7	107
CCCOc1ccc(-c2nnn(CC(=O)N3CCC(C)CC3)n2)cc1
 : 8	-1	-17	18	x	x	-3	1	x
CCOC(=O)c1c(-c2ccco2)csc1NC(=O)CSc1nnc(N)s1
 : -3	3	-1	0	92	111	-12	-9	66
COc1ccc(NC(=O)CCN2CCCC(C)C2)cc1 (configuration not stated)
 : 7	9	6	-8	105	98	3	-4	86
Cc1ccc(Nc2nc3c([nH]2)c(=O)n(C)c(=O)n3C)cc1
 : 12	6	-9	10	99	105	-3	-7	80
Clc1ccccc1CSc1nnc(-c2ccncc2)o1
 : -2	23	16	-18	112	95	4	-4	84
CCC(C)NC(=O)C1CCC(=O)N(c2cc(OC)c(OC)c(OC)c2)C1c1ccc(OC)cc1 (configuration not stated)
 : -12	-8	3	-3	101	95	-1	-4	92

# Exported as labelled records: two of the compounds above.
> Cc1ccc(Nc2nc3c([nH]2)c(=O)n(C)c(=O)n3C)cc1
  PTPN22 act: 12; PostGolgi ctrl: 6; sEH activator: -9; sEH inhibitor: 10; HUVEC inhibit: 99; Lung fibro prol: 105; S1P2 antag: -3; S1P2 ag: -7; H69AR growth 86K: 80

> COc1cccc(C2C(C(C)=O)=C(O)C(=O)N2CCc2c[nH]c3ccccc23)c1 (configuration not stated)
  PTPN22 act: 8; PostGolgi ctrl: 12; sEH activator: -3; sEH inhibitor: 2; HUVEC inhibit: 93; Lung fibro prol: 93; S1P2 antag: 12; S1P2 ag: -7; H69AR growth 86K: 107

# (next part)
# Second line of a record: PTPN22 act	PostGolgi ctrl	sEH activator	sEH inhibitor	HUVEC inhibit	Lung fibro prol	S1P2 antag	S1P2 ag	H69AR growth 86K
CCCn1cnc2cc(NCc3ccccn3)ccc21
 : -6	-1	-9	13	98	102	x	x	90
c1coc(CNC2C3CC4CC(C3)CC2C4)c1 (configuration not stated)
 : -2	22	2	-5	93	98	7	-6	91
CC(=O)c1ccc(NC(=O)CSc2nnc(Cn3c(=O)sc4ccccc43)n2C)cc1
 : x	7	x	x	97	102	x	x	101
O=C(O)C1C2CCC(O2)C1C(=O)NCc1ccncc1 (configuration not stated)
 : -4	9	-6	7	85	103	2	-9	81
Cc1cccc(OCC(=O)Nc2sc3c(c2C#N)CCC3)c1
 : -1	-2	7	-4	x	x	16	-5	x
O=C(COc1cccc2ccccc12)N1CCN(c2ccccc2)CC1
 : 0	13	16	-18	87	97	-27	4	100
COc1ccc(NC(=O)CCNC(C)=O)cc1NS(=O)(=O)c1ccc(F)cc1
 : -9	-4	-13	14	95	102	12	-9	110
CSCSC1=C(C#N)C(c2ccccc2Cl)C(C(C)=O)=C(C)N1 (configuration not stated)
 : 2	18	0	4	96	92	6	-2	70
CSCCC(NC(C)=O)C(=O)Oc1ccc2c3c(c(=O)oc2c1)CCCC3 (configuration not stated)
 : x	17	x	x	105	108	x	x	94
Cn1nc(-c2ccccc2)c(C(=O)Nc2ccc(Cl)cc2)c1Cl
 : 10	39*	2	1	x	x	-8	-5	x
CC(=O)Nc1cccc(OCC(=O)Nc2ccc(F)cc2)c1
 : -5	-5	8	-12	93	104	4	-2	87
COCCn1c(SCC(=O)Nc2ccc(S(N)(=O)=O)cc2)nc2ccccc21
 : -8	10	6	-4	x	x	-8	-2	x
CCn1cc(C2N3CC4(C)CN2CC(C)(C3)C4=O)c2ccccc21 (configuration not stated)
 : -9	-7	-10	9	91	93	3	-7	90
CC(NC(=O)c1ccco1)C1COc2ccccc2O1 (configuration not stated)
 : -3	-2	7	-5	88	97	-6	-7	109
CC(C)c1nc(-c2ccccn2)no1
 : -4	10	-13	12	100	101	11	1	91
CC(C)(C)c1ccc(C(=O)NNC(=O)Cc2cccc3ccccc23)cc1
 : 4	40*	-8	5	78	93	4	-6	88
CCOc1ccc(N(CC(=O)O)S(=O)(=O)c2cccnc2)cc1
 : -1	19	-6	8	101	99	15	-5	103
CCn1cc(/C=N/NS(=O)(=O)c2ccc(OC)cc2)c(C)n1
 : -1	7	8	-10	x	x	-14	0	x
O=C(NC1CCCC1)c1ccc(CS(=O)(=O)c2ccc(Br)cc2)o1
 : -2	18	3	-1	102	101	-12	0	89
Cc1ccc(-c2cc(C(F)F)n3ncc(C(=O)N4CCN(c5cccc(C)c5C)CC4)c3n2)cc1
 : -12	10	-14	15	81	101	0	-1	81
CC(C)Cn1c(SC(C)C(=O)Nc2ccc3c(c2)OCCO3)nc2ccccc2c1=O (configuration not stated)
 : -3	21	21	-21	88	99	-5	-2	80
COCCCn1[nH]c2c3c(ccc2c1=O)C(=O)c1ccccc1C3=O
 : 4	21	0	-1	6.8*	87	-23	-2	86
